UBC13 inh: human UBC13 polyubiquitination inhibition; UBC13 polyubiquitin chain formation, TR-FRET; inhibition, % at 20 µM; hit rate 0.47% among 330,000; AID 485273; in the data active = inhibition above about 45%, passing the limit was not always enough
Target sequence (P61088 whole entry, looked up): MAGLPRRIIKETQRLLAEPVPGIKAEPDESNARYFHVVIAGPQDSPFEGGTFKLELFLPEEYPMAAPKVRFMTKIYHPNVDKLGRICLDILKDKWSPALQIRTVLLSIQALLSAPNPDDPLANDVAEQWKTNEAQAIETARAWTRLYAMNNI
SENP8 block-1: blocks human SENP8 cleavage of Nedd8 substrate. Q96LD8. recombinant SENP8, Nedd8 substrate fluorescence. inhibition, % at 20 µM. hit rate 0.64% among 360,000. AID 602440; in the data active = inhibition mostly above about 40%, no sharp cut-off; inactive = mostly below about 27%
Target sequence (Q96LD8 whole entry, looked up): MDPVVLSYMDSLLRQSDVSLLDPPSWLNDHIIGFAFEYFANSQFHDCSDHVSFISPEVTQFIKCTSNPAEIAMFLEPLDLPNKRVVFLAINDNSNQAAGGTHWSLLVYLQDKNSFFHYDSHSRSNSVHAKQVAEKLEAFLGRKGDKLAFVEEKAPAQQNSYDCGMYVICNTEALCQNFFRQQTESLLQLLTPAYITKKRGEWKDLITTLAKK
HKDC1 inhibitor: blocks human hexokinase HKDC1 activity; AID 493160; Q2TB90; recombinant HKDC1, G6PDH/diaphorase resazurin coupled fluorescence; hit rate 0.16% among 340,000; inhibition, % at 20 µM;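 active = inhibition above about 35% when tested at 20 µM, limit read from the data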;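 also: plate controls were DMSO wells with enzyme for no effect and DMSO wells lacking enzyme for full effect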
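Test system: Recombinant HKDC1 (HK5) hexokinase enzyme, produced in-house | Input: HKDC1 at 5 µg/mL | Buffer or medium: Tris pH 8.0 buffer with MgCl2, Tween-20, BSA, BME | Schedule: 90 min reaction incubation at room temperature, dark | Technique: Resazurin-to-resorufin fluorescence via G6PDH and diaphorase coupling, 525/613 nm | Controls: DMSO wells with and without enzyme mix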
PfG6PD inh: PfG6PD (Plasmodium falciparum) enzyme inhibition | PfGluPho enzyme, NADPH resazurin-diaphorase fluorescence | inhibition, % at 20 µM | hit rate 0.78% among 350,000 | AID 504690;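 active = inhibition reaching at least a set limit at 20 µM in the primary screen, cut at about 59% in these data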;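 also: 0% = DMSO wells with substrate and 100% = DMSO wells lacking glucose-6-phosphate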
SENP8 block-2: blocks the human protease SENP8; Q96LD8; purified SENP8, Z-RLRGG-aminoluciferin cleavage, luminescence; inhibition, % at 10 µM; hit rate 1.2% among 330,000; AID 2540; in the data active = inhibition above about 50%
SENP7 block: blocks the human protease SENP7; Q9BQF6; recombinant SENP7, Z-RLRGG-aminoluciferin luminescence, 40 min; inhibition, % at 5 µM; AID 434973; hit rate 1.5% among 330,000;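 active = inhibition above about 50% at the single test dose, limit read from the data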;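 also: plate controls were DMSO with enzyme for no effect and no enzyme buffer wells for full effect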
MIN6 prolif: MIN6 beta-cell proliferation induction. MIN6 cells proliferation, ATPlite luminescence, 48 h; cells starved in 0.2% serum; 100% = growth in 10% serum. hit rate 0.29% among 330,000. proliferation, % at 10 µM;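 active = compounds whose signal lies at least 3.5 SD above the mean of all wells on their plate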;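 also: 0% = DMSO-treated cells in low-serum medium and 100% = 10% serum control; some compounds called inactive have numbers as strong as hits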
SENP1 FRET inh: blocks the human SENP1 SUMO protease catalytic domain; recombinant SENP1 catalytic domain, CyPet-SUMO1-YPet FRET cleavage; hit rate 0.21% among 360,000; Q9P0U3; inhibition, % at 10 µM;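 active = inhibition at least 30% at 10 µM, raw YFP signal under a set limit, fluorescence ratio 0.5 to 1.5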;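 also: 0% = enzyme with DMSO and 100% = no enzyme wells; some results filed as inactive read as strong as hits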
Target sequence (Q9P0U3 419-644 limits assumed): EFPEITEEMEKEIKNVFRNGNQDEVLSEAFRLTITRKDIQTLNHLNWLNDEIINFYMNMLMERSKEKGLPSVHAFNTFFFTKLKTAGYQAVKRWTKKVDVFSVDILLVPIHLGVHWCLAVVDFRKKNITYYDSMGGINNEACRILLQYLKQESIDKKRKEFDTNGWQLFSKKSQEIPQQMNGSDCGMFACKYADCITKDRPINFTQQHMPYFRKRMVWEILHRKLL
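Compound: 10 µM single point, 0.5% DMSO; Test system: hSENP1 catalytic domain, recombinant; Timing: 50 min reaction at room temperature; Technique: FRET, CFP and YFP emission; Control set: no-enzyme wells low, DMSO-plus-enzyme wells high control.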
SENP6 inh: blocks the human protease SENP6; Q9GZR1; Recombinant SENP6 catalytic domain, aminoluciferin luminescence; inhibition, % at 10 µM; hit rate 1.8% among 330,000;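 active = inhibition above about 50% at the single tested dose, limit read from the data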;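 also: plate controls were DMSO wells with enzyme for no effect and DMSO wells lacking enzyme for full effect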
Target sequence (Q9GZR1 628-1112 limits assumed): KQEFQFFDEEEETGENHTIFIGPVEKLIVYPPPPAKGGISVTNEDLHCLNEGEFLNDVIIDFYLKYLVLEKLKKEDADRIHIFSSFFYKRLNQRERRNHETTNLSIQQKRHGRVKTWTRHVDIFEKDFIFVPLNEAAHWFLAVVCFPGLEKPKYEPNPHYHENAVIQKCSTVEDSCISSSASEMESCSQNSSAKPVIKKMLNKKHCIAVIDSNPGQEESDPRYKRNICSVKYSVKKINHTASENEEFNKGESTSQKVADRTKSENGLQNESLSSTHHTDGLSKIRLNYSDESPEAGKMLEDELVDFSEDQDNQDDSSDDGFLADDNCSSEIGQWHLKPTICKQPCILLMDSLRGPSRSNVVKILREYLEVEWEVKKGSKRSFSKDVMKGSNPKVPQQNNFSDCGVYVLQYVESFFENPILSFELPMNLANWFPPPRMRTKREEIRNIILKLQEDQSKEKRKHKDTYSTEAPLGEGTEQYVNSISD
An asterisk follows results filed as active; i = inactive; . = no result given.

SMILES	UBC13 inh	SENP8 block-1	HKDC1 inhibitor	PfG6PD inh	SENP8 block-2	SENP7 block	MIN6 prolif	SENP1 FRET inh	SENP6 inh
CC1(C)CC(=O)C(N=Nc2ccc(S(=O)(=O)N3CCCCCC3)cc2)=C(O)C1	-1	41*	-6	6	4	-5	0	-1	7
CCC(C)N(C(=O)Cn1nnc(-c2ccc(F)cc2)n1)C1CCS(=O)(=O)C1 (stereo not given)	0	4	-2	-1	-4	-5	-1	2	-8
O=C(NCc1ccc(F)cc1)c1cccnc1C(=O)O	2	14	-5	-5	1	4	-2	2	-29
O=C(Nc1cccnc1)c1cc2nc(C3CC3)cc(C(F)(F)F)n2n1	-1	-116	-1	11	-11	0	-1	-1	-10
CCOC(=O)c1ccc(N=C2S/C(=C\c3cc(C)n(-c4cccnc4)c3C)C(=O)N2C)cc1	-15	-31	-2	21	-5	-6	-5	-65	-5
Cc1ccc(Cn2ccnc2C(=O)Nc2ccccc2)cc1	2	4	-9	-5	51*	73*	0	2	79*
Cc1ccc(NC(=O)c2cc(-c3ccccc3)nn2-c2ccccc2)c(Br)c1	4	12	7	3	-7	-1	-7	-2	-22
Cc1[nH]c(=S)[nH]c(=O)c1CCOc1ccccc1	2	0	-6	-9	-6	10	-2	2	1
CCCOc1ccc2[nH]c(C(=O)N/N=C/c3cc(OC)c(OC)c(OC)c3)cc2c1	0	-301	-4	-4	-16	-10	-5	0	-13
O=[N+]([O-])c1ccc(OCc2cnc(Cl)s2)cc1	.	1	-3	2	.	.	.	1	.
CCC(NS(=O)(=O)c1ccc(C)cc1)C(=O)Nc1ccc(NC(C)=O)cc1 (stereo not given)	-3	26	-7	11	5	-4	0	2	-3
CCC1=NN2C(=N)/C(=C\c3ccc(OCc4cc(=O)n5nc(CC)sc5n4)c(OC)c3)C(=O)N=C2S1	.	-57	34	-3	.	.	.	-10	.
CC(=O)Nc1ccc(S(=O)(=O)N2CC3(C)CC2CC(C)(C)C3)cc1 (stereo not given)	2	1	-9	-2	3	5	1	2	-14
COc1ccccc1CN(Cc1nc2ccccc2c(=O)[nH]1)S(=O)(=O)c1ccc(C)cc1	7	.	0	20	7	-2	0	.	-33
CCOC(=O)c1c(N)sc2c1CCC(CC)C2 (stereo not given)	5	6	-2	12	1	9	2	2	-7
CC(C)N1CCC(N2CCN(Cc3nc4ccccc4s3)CC2CCO)CC1 (stereo not given)	-1	-13	-6	8	5	7	-2	-31	-4
COc1ccc(CNC(=O)CN2C(=O)NC3(CCCc4sccc43)C2=O)cc1OC (stereo not given)	4	5	-6	0	-8	12	-3	1	-11
CCC(C)[C@H](NC(=O)N1CC(=O)Nc2ccccc21)C(=O)N1CCC[C@@H]1C(=O)O (stereo not given in full)	0	16	-1	-9	-7	2	0	1	-8
CCS(=O)(=O)CCSC(=N)N	4	8	-5	-7	-3	4	-2	2	9
COc1ccc(NC(=O)C2CCN(C(=O)c3cccs3)CC2)cc1	6	14	-1	3	-4	-5	3	0	-17
CCOc1cc(N2CCOCC2)c(OCC)cc1NC(=O)COC(=O)CCc1c[nH]c2ccccc12	9	29	2	18	0	4	2	1	-13
Cc1ccc(C)c(C(=O)COC(=O)c2ccc(C)c(S(=O)(=O)N3CCOCC3)c2)c1	0	4	1	12	-8	-5	-2	0	-2
COc1ccc(NC(=O)CSc2nc3ccsc3c(=O)n2CCC(=O)O)c(OC)c1	-3	4	0	-15	2	-2	-2	-2	-1
CCn1nc(C(=O)OCC(=O)N(CC(C)C)c2c(N)n(Cc3ccccc3)c(=O)[nH]c2=O)c2ccccc2c1=O	-3	1	0	3	-9	-4	4	-3	-1
CCOc1ccc(-n2cc(C(=O)N3CCCCCC3)c3cc(OC)c(OC)cc3c2=O)cc1	-4	-49	6	-5	6	2	1	1	-1
SMILES	UBC13 inh	SENP8 block-1	HKDC1 inhibitor	PfG6PD inh	SENP8 block-2	SENP7 block	MIN6 prolif	SENP1 FRET inh	SENP6 inh
CC(C)N(C)CCOC(=O)c1ccccc1Br	-6	17	-8	0	-5	-9	-2	1	-8
O=C(/C=C/c1ccc(-c2ccccc2[N+](=O)[O-])o1)c1ccco1	-32	-43	19	13	8	1	-6	2	18
COc1ccc(CNC(=O)C2CC(=O)N(c3ccc(OCC(=O)N4C(C)CCCC4C)cc3)C2)cc1 (stereo not given)	-4	17	7	-17	-2	0	-3	-1	-4
C/C(CCc1oc2ccc(Br)cc2c1-c1ccc(C)o1)=N/O	7	1	-2	20	-6	1	0	0	-6
Oc1ccccc1/C=N/Nc1nn[nH]n1	-6	15	-3	52	-5	-4	-2	3	-26
COc1ccc(OC)c(S(=O)(=O)NC2CCSc3ccccc32)c1 (stereo not given)	-1	2	2	-12	-5	-8	1	0	-5
CCN(Cc1nc2ccccc2c(=O)[nH]1)C(=O)CN1C(=O)NC2(CCCCC2C)C1=O (stereo not given)	4	-1	-6	3	1	-3	-2	-2	-4
O=C(c1cc2ccccc2cc1O)N1CCN(c2ccc([N+](=O)[O-])cc2)CC1	1	1	-2	7	-8	-3	-5	-5	-9
NCCCC[C@H](N)c1nnc([C@H](CCC(=O)O)NC(=O)C2CCNCC2)o1	12	23	-27	17	1	3	-1	1	5
O=C(O)CCn1nnc(-c2ccccc2)n1	-1	11	-6	-10	-3	4	6	2	3
COc1cccc(C2C(C#N)=C(N)OC3=C2C(=O)CC(c2ccco2)C3)c1OCc1ccc(F)cc1 (stereo not given)	-21	-64	3	18	-8	-3	-2	-12	-11
CCOC(=O)Nc1nc(-c2ccc(Cl)cc2Cl)cs1	-2	11	-6	24	-15	0	-3	2	-17
COc1ccc([N+](=O)[O-])cc1NS(=O)(=O)c1ccc(Cl)c(C(=O)Nc2sc3c(c2C#N)CCCCC3)c1	-1	.	.	.	-2	-5	-6	.	-21
O=C(Nc1ncccn1)c1cc(-c2cccc(Br)c2)nc2ccccc12	-3	-10	-11	-1	-7	-2	-3	2	-3
COc1ccc2c(c1)CCc1c(C(=O)NCCCn3ccnc3)noc1-2	-6	-81	-4	12	0	2	-3	3	-1
O=C(O)/C=C\C(=O)O	9	7	-2	-11	9	-8	-2	0	-6
COc1cc(CN2CCN(S(=O)(=O)c3ccc(F)cc3)CC2)cc(OC)c1OC	4	13	-6	-6	-2	-10	-1	2	-47
CCOC(=O)c1c(NC(=O)c2cccc(N3C(=O)CCC3=O)c2)sc2c1CCN(CC)C2	2	-259	1	7	-4	-3	-1	-79	-3
CCc1cccc(C)c1NC(=O)COC(=O)C1CCN(S(=O)(=O)c2ccccc2)CC1	-1	21	-4	1	3	-3	-6	2	5
CCC(=O)n1nc(-c2ccc(Cl)cc2)nc1NCc1ccccc1	-2	-1	-6	6	11	-6	-4	1	6
CCOC(=O)c1cnn(CCOC(=O)c2cccc(F)c2)c1NC(=O)c1cccc(F)c1	2	14	-8	-8	2	-1	2	2	-6
CC1(C)CC(=O)C2=C(C1)N(c1ccc(F)cc1)C(=O)C2(O)C(F)(F)F (stereo not given)	-19	14	-9	-8	-4	-14	-4	-1	-15
CCOC(=O)c1c(C)[nH]c(C)c1C(=O)COC(=O)c1ccccc1O	-10	25	0	19	10	3	-1	0	11
Nc1c2c(nc3ccn(Cc4ccccc4)c(=O)c13)CCC2	17	-82	-1	4	0	3	-3	-1	5
CN(CC(=O)Nc1ccc(Cl)cc1F)C1CCS(=O)(=O)C1 (stereo not given)	3	11	-2	12	5	-4	2	-1	-7

Some of these compounds in order of count of non-hydrogen atoms, ascending.
SMILES	UBC13 inh	SENP8 block-1	HKDC1 inhibitor	PfG6PD inh	SENP8 block-2	SENP7 block	MIN6 prolif	SENP1 FRET inh	SENP6 inh
CCCOc1ccc2[nH]c(C(=O)N/N=C/c3cc(OC)c(OC)c(OC)c3)cc2c1	0	-301	-4	-4	-16	-10	-5	0	-13
CCOC(=O)c1ccc(N=C2S/C(=C\c3cc(C)n(-c4cccnc4)c3C)C(=O)N2C)cc1	-15	-31	-2	21	-5	-6	-5	-65	-5
COc1cccc(C2C(C#N)=C(N)OC3=C2C(=O)CC(c2ccco2)C3)c1OCc1ccc(F)cc1 (stereo not given)	-21	-64	3	18	-8	-3	-2	-12	-11

More results follow.
SMILES	UBC13 inh	SENP8 block-1	HKDC1 inhibitor	PfG6PD inh	SENP8 block-2	SENP7 block	MIN6 prolif	SENP1 FRET inh	SENP6 inh
O=C(COC(=O)CCCc1c[nH]c2ccccc12)Nc1ccc2c(c1)OCO2	-2	-22	-1	10	-1	4	0	-4	-12
CCOc1cc(NC(=O)c2ccco2)c(OCC)cc1NC(=O)Cc1cccc(OC)c1	-4	-16	16	27	3	2	-2	0	-17
COc1ccc(CNC(=O)C2CC(=O)N(C3CCCC3)C2)cc1 (stereo not given)	2	8	4	-14	-9	11	1	2	-13
CC(=O)c1c(C)n(-c2cccc(Cl)c2)c2ccc(O)cc12	8	4	1	10	-3	-2	2	2	-10
Cc1cccc(C=Nc2ccccc2C(N)=O)c1	12	-326	-8	-6	-4	-1	-2	2	13
COc1ccc(-c2nnn(CC(=O)N3CCOCC3)n2)cc1	6	15	-10	-13	2	3	-2	1	-3
COc1cccc(CNC(=O)CCC2CCCN(Cc3ccc(OC(F)F)cc3)C2)c1 (stereo not given)	7	15	0	-10	-1	8	-2	2	-6
O=C(NC(=S)NNC(=O)c1ccccc1O)c1cccc([N+](=O)[O-])c1	4	22	-39	-36	-2	0	-4	1	27
COCCN(CCOC)S(=O)(=O)NC[C@H]1O[C@@H](n2cnc3c(N)ncnc32)[C@H](O)[C@@H]1O	7	2	-6	-4	3	0	-1	1	8
COC(=O)c1ccccc1NC(=O)c1ccnn1C	4	12	-1	-10	3	-2	3	-1	17
C=CCSc1nnc(CC(OC)OC)n1-c1ccccc1	6	6	13	-16	-2	-7	0	1	0
Nc1nc2nccc(-c3ccc(Cl)cc3)n2n1	24	i	-5	3	-8	4	-1	-2	5
Cc1cc(C)c(C)c(S(=O)(=O)NCc2ccc(C(=O)N3CCCC3)cc2)c1C	1	2	-7	-5	8	-13	0	0	-9
CN(NS(=O)(=O)c1ccc(Cl)cc1)c1nc(C(F)(F)F)nc2ccccc12	-14	9	-4	-2	6	7	-5	-1	5
N#Cc1c2c(c(-c3ccco3)[nH]c1=O)CCCC2	-7	-297	9	-15	6	8	-2	-24	24
CCCc1c(C(=O)N/N=C/c2ccc(OC)c(OCc3ccccc3)c2)nnn1-c1nonc1N	-18	-106	-2	0	-12	-9	-4	1	-5
CC(C)CCOc1ccc(C(=O)N2CCN(c3ncccn3)CC2)cc1	-2	-7	4	3	1	-9	1	2	-17
C=C(C)CSc1nnc2n(C)c(=O)c3c4c(sc3n12)CCC4	5	12	6	-14	1	4	7	0	7
O=C(Nc1ccccc1N1CCN(C(=O)c2ccccc2)CC1)c1ccc([N+](=O)[O-])o1	-5	22	4	-8	-2	-4	-4	2	-7
CCOc1cc(/C=N/NC(=O)CSc2nncn2C)ccc1OCc1cccc(C)c1	-4	9	-5	-16	2	-1	0	3	9
O=c1[nH]c(=S)[nH]cc1Oc1ccc(Cl)cc1	.	29	13	-18	.	.	.	6	.
COc1ccc(CCNC(=O)COC(=O)c2cc3ccccc3oc2=O)cc1OC	2	-49	3	-9	-9	4	1	0	2
CCOc1ccc(-c2csc(NC(=O)CSC3=NC(=O)CN3C(C)=O)n2)c2ccccc12	10	11	-10	-20	4	1	0	2	11
CCn1c(SCc2cccc(C(=O)O)c2)nnc1-c1ccc(Cl)cc1	4	11	-5	-10	2	3	-1	1	1

Screening data deposited in PubChem BioAssay by Sanford-Burnham Center for Chemical Genomics.
